Bioassay records from PubChem BioAssay.
RSV antiviral HEp-2 = RSV antiviral activity via CPE protection, HEp-2 cells, primary 10 µM value included (AID 2391); HEp-2 cells, RSV-induced CPE inhibition; higher % means a stronger effect; CPE inhibition, % at 10 µM, or IC50 in µM where a hit was titrated; 310,000 tested, 0.13% active; in the data active = a potency from the dose series; inconclusive = CPE inhibition mostly from about 23% at the one dose, without a potency; inactive = the rest, 99 in 100 with CPE inhibition below about 21%; note: strong numbers were not always called active
Large T inhibition = TAg ATPase/helicase activity blockers – biochemical (AID 1903); SV40 large T antigen ATPase/helicase inhibition assay; higher % means a stronger effect; inhibition, % at 20 µM, or IC50 in µM where a hit was titrated; 310,000 tested, 0.39% active; in the data active = a potency from the dose series; inconclusive = inhibition mostly from about 32% at the one dose, without a potency; inactive = the rest, 99 in 100 with inhibition below about 32%; note: strong numbers were not always called active
GPR55 antagonists = GPR55 antagonists blocking LPI-driven arrestin recruitment, primary screen, imaging, U2OS, beta-arrestin-GFP, LPI agonist (AID 2013) | inhibition, % at 10 µM; hits with a dose series show IC50 in µM | U2OS GPR55 beta-arrestin-GFP translocation imaging, LPI antagonism; higher % means a stronger effect | 290,000 tested, 0.13% active;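 active = spots per cell inhibited over 60%, with over 100 cells counted and total cytoplasm intensity under 500,000; inconclusive = wells with under 100 cells, flagged as likely toxic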;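 note: U2OS cells stably carrying GPR55 and arrestin-GFP stimulated by 5 µM LPI near EC80; imaged beta-arrestin-GFP aggregate spots per cell after agonist stimulation; plate controls were LPI-stimulated DMSO wells for no effect and DMSO wells without LPI for full effect; some results filed as inactive read as strong as hits; confirmed hits need IC50 under 10 µM and bright autofluorescent wells are also inconclusive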
Salmonella PhoP GFP = inhibitors of PhoP regulon expression, primary screen, Salmonella Typhimurium, GFP reporter (AID 1863); S. Typhimurium PhoP-regulated promoter GFP reporter, 4 h; higher % means a stronger effect; one-dose inhibition, % at 50 µM; IC50 in µM for titrated hits; 300,000 tested, 0.16% active;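 active = inhibition over 29.93%, a cutoff 3 SD above the screen mean, later confirmed by dose response; inconclusive = inhibition over 29.93% but no dose response follow-up; inactive = inhibition at most 29.93% or unconfirmed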;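 note: 0% = low Mg2+ inducing control and 100% = high Mg2+ repressing control; strong numbers were not always called active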
MgcRacGAP inhibition = MgcRacGAP GTPase-activating activity inhibitors, confirmation, biochemical, ADP Hunter fluorescence; MgcRacGAP-stimulated Rac1 GTP hydrolysis, ADP Hunter fluorescence; higher % means a stronger effect; GST-tagged Rac1 F28L mutant substrate; inhibition, % at 30 µM; hits with a dose series show IC50 in µM; 340,000 tested, 0.6% active;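 active = first-screen hits whose inhibition reached a set limit at any dose in the follow-up dose series; inconclusive = inhibition above the set first-screen limit but never retested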;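 note: fluorescence reports GDP produced by GAP-driven GTP hydrolysis; strong numbers were not always called active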
HIV fusion peptide = inhibitors of HIV fusion peptide binding, primary screen, biochemical, uHTS, fluorescence dequenching (AID 1986) | cell-free peptide binding, fluorescence dequenching, 30 min; higher % means a stronger effect | one-dose inhibition, % at 20 µM; IC50 in µM for titrated hits | 290,000 tested, 0.3% active; in the data active = inhibition mostly above about 52%, no sharp cut-off; inactive = mostly below about 76%; note: some results filed as inactive read as strong as hits
Dengue-2 NS5 capping = Dengue-2 NS5 methyltransferase inhibitors, primary screen, biochemical, confirmation dose response (AID 588689); Dengue-2 NS5 methyltransferase capping enzyme assay, biochemical; higher % means a stronger effect; inhibition, % at 25 µM; hits with a dose series show IC50 in µM; 340,000 tested, 0.3% active; in the data active = a potency from the dose series; inconclusive = inhibition above about 29% without an active follow-up result
GPR35 antagonists = inhibition of zaprinast-stimulated GPR35 beta-arrestin translocation – imaging, U2OS, beta-arrestin-GFP, zaprinast agonist, primary screen (AID 2058); U2OS GPR35 beta-arrestin-GFP translocation imaging, zaprinast antagonism; higher % means a stronger effect; inhibition, % at 10 µM; hits with a dose series show IC50 in µM; 290,000 tested, 0.052% active;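 active = inhibition of at least 50% with at least 30 cells and total cytoplasm GFP at most 10,000,000; inconclusive = under 30 cells or total GFP of 10,000,000 plus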
UTI89 phage lysis = inhibition of K1F phage lysis, E. coli UTI89, bacterial capsule biogenesis inhibitors, alamar blue (AID 488966); one-dose inhibition, % at 100 µM; IC50 in µM for titrated hits; 340,000 tested, 0.02% active; E. coli UTI89 K1F phage lysis, alamar blue, 2 h; higher % means a stronger effect;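 active = phage lysis inhibition, versus mean bacterial control, above a set limit; inconclusive = no clear call, values can overlap the other calls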;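 note: capsule biogenesis inhibitors block K1F phage lysis so surviving cells raise fluorescence; higher fluorescence means more inhibition of phage lysis; actives were called in the ten point dose series up to 300 µM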
Dengue-2 NS5 capping pilot replicate = further read-out of Dengue-2 NS5 capping, marked with its call; inhibition, %; measured here: pilot screen replicate inhibition
The depositor's hits bear a star; u = inconclusive; x = no result given; [ ] = remark or other dose. Not a hit list; 1.5% or so of the library scored in one or more.

SMILES | RSV antiviral HEp-2 | Large T inhibition | GPR55 antagonists | Salmonella PhoP GFP | MgcRacGAP inhibition | HIV fusion peptide | Dengue-2 NS5 capping | GPR35 antagonists | UTI89 phage lysis | others
O=C1OCc2cc(NC(=O)C3COc4ccccc4O3)ccc21 (configuration not stated) | 1.1% | 6% | 5% | 3% | -2% | 3.7% | -7% | -11% | -2.0%
CC(=O)Nc1ccc(S(=O)(=O)NC2(C(F)(F)F)C(=O)Nc3c2c(=O)[nH]c(=O)n3Cc2ccccc2)cc1 (configuration not stated) | 1.8% | 7% | 7% | -5% | 5% | 4.4% | -3% | -9% | 5.5%
O=C(O)c1ccc(CSc2nnc(-c3ccccc3Cl)n2-c2ccccc2)cc1 | 0.5% | 4% | 8% | 0% | -8% | 1.0% | x | -5% | -0.1%
CN(C)S(=O)(=O)c1cccc(COC(=O)Cc2c(F)cccc2Cl)c1 | 6.7% | 0% | -11% | -2% | 12% | -0.9% | 4% | -14% | -0.1%
CCOc1ccc(NC(=S)N(C)C)cc1 | 2.2% | 17% | -5% | -3% | 8% | -1.8% | -9% | 1% | 0.3%
CCCSc1nnc2c(n1)OC(c1cccn1C)N(C(C)=O)c1ccccc1-2 (configuration not stated) | 0.4% | 5% | 18% | -15% | 8% | -1.4% | 2% | -2% | 2.0%
CCN(CC)S(=O)(=O)c1ccc(N2CCOCC2)c(NC(=O)c2ccc(F)cc2)c1 | -0.5% | 28% | 5% | -1% | 1% | 0.8% | 8% | 0% | 0.3%
Cc1onc(-c2ccccc2Cl)c1C(=O)NCCCN1CCOCC1 | -2.0% | 4% | -3% | -6% | 12% | 8.9% | -5% | 9% | 0.2%
O=C(CN1C(=O)NC2(CCCC2)C1=O)N1CCN(S(=O)(=O)c2ccccc2[N+](=O)[O-])CC1 | 1.9% | 2% | x | 3% | 6% | x | 3% | x | 1.5%[50 µM]
CCOc1ccc(C(=O)N2CCc3ccccc32)cc1OCC | 13% | 12% | -14% | -1% | 13% | -1.6% | 0% | 8% | -0.9%
O=C(Nc1cc(Cl)ccc1Cl)N1CCCC1 | -1.2% | 10% | 7% | -9% | 7% | 0.9% | -1% | 13% | 0.0%
CCCCN1C2=C(C(=O)CC(C)(C)C2)C(c2ccccc2)C2=C1c1ccccc1C2=O (configuration not stated) | 3.6% | 11% | -8% | -4% | 3% | -1.1% | -11% | 8% | -0.3%
CCCn1c(N)c(C(=O)CSc2nnc(-c3ccoc3C)n2C)c(=O)n(C)c1=O | 1.8% | x | x | x | 6% | x | -14% | x | 0.6%[50 µM]
CCc1cc(CNC(=O)c2ccc(OC3CCN(C(C)=O)CC3)c(OC)c2)on1 | 2.4% | 14% | 7% | -9% | 15% | 3.0% | -4% | -8% | 0.3%
Cc1ccc(CNC(=O)Cn2c([N+](=O)[O-])cnc2C)cc1 | 0.9% | 0% | -10% | 0% | -4% | 0.7% | -1% | 6% | 0.6%
O=C(CSCc1cccc(F)c1)NCc1ccccc1 | 0.6% | 4% | 5% | 3% | 2% | -0.8% | -2% | -14% | 0.2%
Oc1ccccc1CNc1cccc2cccnc12 | 3.3% | 7% | 12% | -9% | -3% | 5.4% | 8% | 15% | -0.4%
Cc1ccc2nc(C)c(C(=O)O)cc2c1 | -1.3% | 7% | 9% | 6% | -3% | -2.4% | -8% | 9% | 0.2%
CCOc1cc(NC(=O)C2CC2)c(OCC)cc1NC(=O)c1ccccc1OCC | 1.4% | 11% | -2% | 1% | 9% | 0.7% | -5% | -5% | 0.1%
COc1ccccc1OCCNC(=O)c1cc(=O)[nH]c2ccccc12 | 7.8% | 17% | -5% | -2% | 7% | 2.1% | -3% | 0% | 0.9%[50 µM]

Structural class, the compounds so far containing a COOH group (two)
SMILES | RSV antiviral HEp-2 | Large T inhibition | GPR55 antagonists | Salmonella PhoP GFP | MgcRacGAP inhibition | HIV fusion peptide | Dengue-2 NS5 capping | GPR35 antagonists | UTI89 phage lysis | others
O=C(O)c1ccc(CSc2nnc(-c3ccccc3Cl)n2-c2ccccc2)cc1 | 0.5% | 4% | 8% | 0% | -8% | 1.0% | x | -5% | -0.1%
Cc1ccc2nc(C)c(C(=O)O)cc2c1 | -1.3% | 7% | 9% | 6% | -3% | -2.4% | -8% | 9% | 0.2%

More structures follow:
SMILES | RSV antiviral HEp-2 | Large T inhibition | GPR55 antagonists | Salmonella PhoP GFP | MgcRacGAP inhibition | HIV fusion peptide | Dengue-2 NS5 capping | GPR35 antagonists | UTI89 phage lysis | others
CCN1C(=O)CC(N2CCN(c3ccc(Cl)cc3)CC2)C1=O (configuration not stated) | 0.9% | 1% | 13% | 10% | -2% | -1.1% | x | 5% | 0.3%
N#C/C=C/N1CCC(Cc2ccccc2)CC1 | -0.9% | 11% | 4% | 5% | 8% | -1.8% | -5% | -2% | 0.3%
CN=C1NN=C(c2cc(C)n(-c3c(C)n(C)n(-c4ccccc4)c3=O)c2C)CS1 | 4.1% | 11% | 5% | 7% | 10% | -1.3% | -11% | 0% | 0.1%
CCOC(=O)c1cn2nc(Oc3cccc(F)c3)ccc2n1 | 1.1% | 11% | 10% | -4% | 9% | 0.2% | -2% | -11% | 0.3%
COc1ccccc1C1NC=C([N+](=O)[O-])C=C1[N+](=O)[O-] (configuration not stated) | 1.3% | 14% | 7% | 20% | 26% | -2.9% | -33% | 0% | 0.0%
Clc1ccc(CSc2nnc([C@@H]3CCCN3)o2)cc1 | 0.5% | 6% | -1% | 28% | 2% | 1.0% | 0% | 20% | 3.0%[50 µM]
Cc1ccc(O)c(C(CC(=O)NCc2cccnc2)c2ccccc2)c1 (configuration not stated) | 3.1% | 12% | -6% | 6% | -1% | -0.3% | 0% | -16% | -0.3%
Cc1ccc(NC(=S)N(CCN2CCCCC2)Cc2ccco2)cc1Cl | -1.7% | 7% | 5% | -9% | 1% | -2.9% | -4% | -18% | 0.5%
Cc1sc2nc(CSc3ccccc3)nc(N3CCN(C)CC3)c2c1C | 1.0% | 4% | 11% | -6% | 7% | -1.1% | 0% | -3% | 14%
CC(CN1CCCCC1)NC(=O)c1cccs1 (configuration not stated) | 1.6% | 6% | -18% | -2% | 12% | 0.1% | -1% | 7% | 0.1% | Dengue-2 NS5 capping pilot replicate=-1.5
COc1ccc(CNC(=O)[C@H](Cc2c[nH]c3ccccc23)NC(=O)[C@@H]2Cc3ccccc3CN2)cc1 | -1.0% | x | 10% | x | -4% | -2.9% | 5% | -8% | 1.6%
COc1ccc(/C=N/NC(=O)CNc2c(Br)cc(C)cc2Br)c(C(=O)O)c1OC | 1.3% | -2% | 4% | -4% | 13% | 0.3% | 9% | 18% | 0.3%
NS(=O)(=O)c1ccc(CCNC(=O)NC23CC4CC(CC(C4)C2)C3)cc1 | 1.0% | 11% | -8% | -1% | 5% | -1.7% | -8% | -11% | -0.2%
CNS(=O)(=O)c1cccc(C(=O)OCC(=O)Nc2ccc(Cl)cn2)c1 | 0.0% | 4% | -3% | -4% | 7% | 0.2% | -4% | 2% | 0.0%[50 µM]
COc1cc(C(=O)NC(=S)Nc2ccc(NC(=O)c3ccco3)cc2)cc(OC)c1OC | 4.6% | 8% | 13% | 8% | 6% | -1.6% | -7% | 2% | 3.2%
COC(=O)c1ccc(/C=C(\C#N)C(=O)NC(C)c2ccccc2)cc1 (configuration not stated) | 6.2% | 10% | 36% | 5% | 29% | 1.4% | -51% | -3% | -0.1%
Cc1ccc(C(=O)COC(=O)CNC(=O)Cc2ccccc2)cc1 | 2.6% | 19% | 4% | -7% | 8% | 0.2% | -3% | 1% | -0.1%[50 µM]
COc1cccc(NC(=O)Nc2ccccc2Br)c1 | 14% | -1% | 5% | 2% | 12% | 1.3% | 4% | 20% | 0.4%
COc1ccc(Nc2nc(NCc3ccco3)nc(N/N=C/c3ccc(O)cc3)n2)cc1 | 7.6% | 20% | 16% | 21% | 15% | -2.8% | -1% | 3% | 0.1%
C[C@H]1C=C(C(=O)N2CCN(Cc3ccc4c(c3)OCO4)CC2)O[C@@H](OCc2ccc(CO)cc2)C1 | -0.2% | 1% | -6% | -3% | 1% | -0.1% | -2% | 6% | 3.8%
O=C(c1cc2cc([N+](=O)[O-])ccc2oc1=O)N1CCN(c2ncccn2)CC1 | 0.1% | 7% | 17% | -4% | 0% | -0.3% | -12% | 5% | -3.0%
COC(=O)[C@H](CCSC)NC(=O)NCc1ccc(S(N)(=O)=O)cc1 | 1.0% | 24% | -12% | 2% | 7% | 6.4% | -6% | -12% | -0.2%
CC1CN(C(=O)COC(=O)c2ccc(N(C)C)cc2)CC(C)O1 (configuration not stated) | 1.7% | 17% | 8% | 2% | 4% | 0.7% | -10% | -10% | 0.4%
Cc1ccc2nc(-c3sc4nc(C)cc(C)c4c3N)[nH]c2c1 | 0.9% | 4% | 0% | -7% | 5% | 1.2% | -10% | -10% | 0.3%
Cc1cc(C(=O)N/N=C2\CC(=O)CC(C)(C)C2)c(C)n1-c1ccccc1 | 4.8% | 7% | 14% | 14% | 4% | 0.5% | 8% | 16% | 0.0%
COc1ccc(NC2CCN(C3CC(=O)N(c4ccc(F)c(Cl)c4)C3=O)CC2)cc1 (configuration not stated) | -0.3% | u | 4% | 8% | u | -1.2% | 6% | 9% | -0.6%
Cc1onc(-c2ccccc2Cl)c1C(=O)NC(=S)NCc1cccnc1 | -0.2% | 11% | 3% | 3% | 7% | -1.3% | -4% | 14% | -0.2%
NC(=O)N/N=C/c1cc(Br)ccc1OCC(=O)NCc1ccccc1 | 3.0% | 0% | 0% | 1% | -5% | -3.0% | -9% | -6% | -0.4%[50 µM]
COc1ccc2cc(C(=O)C3CCCN(C(=O)CCc4cnn(C)c4)C3)ccc2c1 (configuration not stated) | 3.7% | 13% | 2% | 3% | 7% | 1.9% | -3% | 1% | 0.6%
c1ccc(-n2nnnc2-n2nnc3ccccc32)cc1 | 0.4% | 9% | 10% | -2% | 11% | 2.9% | -2% | 7% | 5.4%
O=S(=O)(c1ccccc1)c1cnc(-c2ccccc2)nc1N1CCCCC1 | 12% | 9% | 14% | 6% | 10% | 0.6% | -6% | -3% | 0.8%
COc1ccc(C(=O)NCC(=O)OCc2ccc([N+](=O)[O-])cc2)cc1 | 1.6% | 8% | 5% | -4% | 11% | 1.1% | -12% | 13% | 0.2%
FC(F)(Cl)c1nnc2ccc(Sc3ccccn3)nn12 | 5.5% | 17% | 4% | -6% | 9% | -1.6% | -3% | 6% | -0.4%
